# TrxR1 inh = qHTS Assay for Inhibitors of Mammalian Selenoprotein Thioredoxin Reductase 1 (TrxR1): qHTS; recombinant rTrxR1, NADPH fluorescence consumption, selenite substrate; Potency, µM (titrated, usually from 114 µM), without a hit: at the top dose activity change, negative = inhibition, usual class: inhibitors; 390,000 tested, 1% active; Thioredoxin reductase 1, cytoplasmic (Rattus norvegicus), O89049; AID 588453, 2011; note: % is set by controls: 0 for no effect and ±100 for the full control effect; nearly all actives have a fitted effect of over 65% in size
# Target sequence (O89049 whole entry, looked up): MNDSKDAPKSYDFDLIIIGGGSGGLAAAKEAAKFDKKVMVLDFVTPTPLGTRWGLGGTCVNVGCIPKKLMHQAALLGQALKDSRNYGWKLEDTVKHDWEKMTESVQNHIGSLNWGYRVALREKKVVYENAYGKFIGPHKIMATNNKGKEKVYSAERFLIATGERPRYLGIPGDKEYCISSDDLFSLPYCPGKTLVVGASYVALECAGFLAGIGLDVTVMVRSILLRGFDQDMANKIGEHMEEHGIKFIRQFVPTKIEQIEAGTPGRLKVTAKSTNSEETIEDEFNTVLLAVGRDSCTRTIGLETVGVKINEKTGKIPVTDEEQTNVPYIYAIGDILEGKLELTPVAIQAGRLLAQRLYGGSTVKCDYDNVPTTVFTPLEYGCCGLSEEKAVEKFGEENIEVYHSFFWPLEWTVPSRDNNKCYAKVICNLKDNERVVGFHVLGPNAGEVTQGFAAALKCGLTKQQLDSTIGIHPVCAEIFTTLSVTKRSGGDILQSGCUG
#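 Rat TrxR1 (90 nM in the dispensed reagent) was pre-reduced with 400 uM NADPH for 5 min at room temperature, then incubated with compound for 15 min. After 400 uM selenite was added, NADPH fluorescence (Ex 340/Em 450 nm) was followed for 8 min.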
# JMJD2A Tudor = qHTS Assay for Inhibitors of JMJD2A-Tudor Domain; Lysine-specific demethylase 4A (Homo sapiens), O75164; AlphaScreen JMJD2A-Tudor / H3K4me3 peptide binding; Potency, µM (series often up to 114 µM), for the others: at the top dose activity change, negative = inhibition, usual class: inhibitors; 390,000 tested, 4.4% active; AID 504339, 2011; note: % is set by controls: 0 for no effect and ±100 for the full control effect; nearly all actives have a fitted effect of over 50% in size
# HP1b binding inh = HTS for Inhibitors of HP1-beta Chromodomain Interactions with Methylated Histone Tails; AlphaScreen HP1-beta / biotin-H3K9me3 peptide binding; Potency, µM (titrated, usually from 114 µM), inactives show top-dose activity change, negative = inhibition, usual class: inhibitors; 390,000 tested, 0.56% active; note: nearly all actives have a fitted effect of over 70% in size; inactives centre near 23
# Target sequence (P83916 whole entry, looked up): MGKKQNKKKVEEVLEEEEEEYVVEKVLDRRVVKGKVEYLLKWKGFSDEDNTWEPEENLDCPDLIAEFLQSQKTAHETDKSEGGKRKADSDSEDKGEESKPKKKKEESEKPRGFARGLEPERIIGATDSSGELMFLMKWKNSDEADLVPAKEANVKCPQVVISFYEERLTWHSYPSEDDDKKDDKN
#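 AlphaScreen: HP1-beta (50 nM) preformed 30 min with biotin-H3(1-18)K9me3 peptide (50 nM) in PBS pH 7.4, 0.01% Tween-20. Compound added for 30 min at RT, then streptavidin donor/nickel chelate acceptor beads (10 ug/mL) for 30 min.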
# Pin1 inhibitor = qHTS Assay to Find Inhibitors of Pin1; Pin1 FP peptide displacement, HiFluor488, 10 min; Peptidyl-prolyl cis-trans isomerase NIMA-interacting 1 (Homo sapiens), Q13526; Potency, µM (doses to about 115 µM), inactives show at the highest dose activity, negative = inhibition, actives largely listed as inhibitors; 390,000 tested, 0.009% active; active = well fitted inhibition curve with a large enough effect in the polarisation, with a control signal flat, not every such curve was filed as active; inconclusive = small, poorly fitted or top-dose-only effect, or effect the other way, or a change in a side signal; inactive = no such curve, though single readings can be large or run the other way; the % refers to the polarisation; note: % is set by controls: 0 for no effect and ±100 for the full control effect
# Target sequence (Q13526 whole entry, looked up): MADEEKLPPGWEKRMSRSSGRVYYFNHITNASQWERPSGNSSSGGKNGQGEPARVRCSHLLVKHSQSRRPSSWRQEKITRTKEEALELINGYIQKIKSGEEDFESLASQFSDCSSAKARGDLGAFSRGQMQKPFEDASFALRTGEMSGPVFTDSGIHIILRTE
# Tb PGK inh = qHTS Assay to Find Inhibitors of Phosphoglycerate Kinase; Potency, µM (highest dose often 57.5 µM), without a hit: at the top dose activity change, negative = inhibition, most hits filed as inhibitors; AID 602233, 2012; Phosphoglycerate kinase, glycosomal (Trypanosoma brucei brucei), P07378; 380,000 tested, 0.043% active; PGK/GAPDH coupled, Kinase-Glo luminescence, 60 min; note: % is set by controls: 0 for no effect and ±100 for the full control effect; nearly all actives have a fitted effect of over 60% in size
#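 Luminescent ATP detection (Kinase-Glo Plus) follows a 60-minute room-temperature incubation, with wells lacking PGK as controls. Buffer: 100 mM TEA (pH 7.6), 5 mM MgCl2, 0.01% Tween-20. Coupling enzyme GAPDH (100 nM final) supplies unstable 1,3-BPG in-well.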
# GLS inhibitor = qHTS for Inhibitors of Glutaminase (GLS). GLS enzymatic activity, qHTS titration. Potency, µM (highest dose often 45.5 µM), for inactives: top-dose activity change, negative = inhibition, usual class: inhibitors. 410,000 tested, 0.21% active; note: % is set by controls: 0 for no effect and ±100 for the full control effect
#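 hKGA; 45 mM KH2PO4 pH 8.2 + 0.02% Tween-20; cpd via pin tool; 1 mM Gln soln; GluOx/HRP/Amplex Red; RT 30 min; fluor. t0 & final.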
# ERG Ets-DNA blk = qHTS for Small Molecule Inhibitors of the ERG Ets/DNA interaction; fluorescence polarization, His-ERG Ets domain / labelled DNA; AID 624246, 2012; Potency, µM (top dose mostly 76.9 µM), for the others: at the highest dose FP activity, negative = inhibition, most hits filed as inhibitors; 370,000 tested, 0.028% active; Transcriptional regulator ERG (Homo sapiens), P11308; active = well fitted inhibition curve with a large enough effect in the polarisation, with a control signal flat; inconclusive = small, poorly fitted or top-dose-only effect, or effect the other way, or a change in a side signal; inactive = no such curve, though single readings can be large or run the other way; the % refers to the polarisation;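 note: polarization taken with two DNA probes labelled with fluorescein and Texas red; % of control where 0% means no effect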
#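 His-tagged ERG Ets domain (1 uM in the protein solution; 300mM KCl, 50mM Tris-HCl, 1mM EDTA, 1mM DTT, pH 7.5) received compound, then a probe mix of 5 nM fluorescein-DNA and 100nM Texas-615-DNA. Fluorescence polarization was read for both dyes.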
# RGS4 inh = Inhibitors of Regulator of G Protein Signaling (RGS) 4: qHTS; Transcreener GDP fluorescence polarization, RGS4-accelerated GTP hydrolysis; 390,000 tested, 0.039% active; Potency, µM (series often up to 114 µM), inactives show at the top dose activity change, negative = inhibition, hits mostly inhibitors; Regulator of G-protein signaling 4 (Homo sapiens), P49798; note: % is set by controls: 0 for no effect and ±100 for the full control effect; nearly all actives have a fitted effect of over 75% in size; some results filed as inactive show a strong effect at the top dose
# Target sequence (P49798 whole entry, looked up): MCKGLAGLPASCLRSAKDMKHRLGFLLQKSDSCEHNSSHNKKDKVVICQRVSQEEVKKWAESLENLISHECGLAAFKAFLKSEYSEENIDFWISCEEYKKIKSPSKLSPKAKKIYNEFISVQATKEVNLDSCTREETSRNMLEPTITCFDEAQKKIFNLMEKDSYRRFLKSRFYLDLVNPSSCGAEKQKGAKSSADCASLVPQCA
#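 MLSMR compounds (23 nl, pin-transferred) preincubated 10 min at room temperature with a 500nM (2x) first reagent, then RGS4 at 900nM (2x) plus Transcreener GDP mix added; fluorescence polarization (620/688 nm) read before and after 90 min at 30 °C.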
# ALOX12 inh = Primary qHTS assay for inhibitors of human arachidonate 12S-lipoxygenase (ALOX12): Round 2. Polyunsaturated fatty acid lipoxygenase ALOX12 (Homo sapiens), P18054. purified 12hLO, xylenol orange hydroperoxide absorbance. Potency, µM (top dose mostly 108 µM), inactives show top-dose activity change, negative = inhibition, hits mostly inhibitors. 580,000 tested, 1.1% active. AID 1671190, 2021; note: % is set by controls: 0 for no effect and ±100 for the full control effect
#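 Purified human 12hLO at 150 nM in 25 mM Hepes, 0.01% Triton X-100, pH 7.0, preincubated 15 min at room temperature with compound. Reaction started with 40 uM arachidonic acid, 30 min at room temperature. Hydroperoxide measured by Fe-xylenol orange, 573/405 nm absorbance ratio.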
# An asterisk follows results filed as active; i = inactive; ? = inconclusive; · = no result given; [ ] = another dose, or the depositor's remark. Unless noted, calls come from the whole dose curve; as a rule, active = well fitted curve in the direction sought with a large enough effect; inconclusive = small, poorly fitted or top-dose-only effect, or another doubt; inactive = no such curve, though single readings can be large; an effect the other way counts as inactive or inconclusive. Potency is the fitted concentration of half-maximal effect. Some of the compounds tested, so the mix of outcomes need not match the whole.
SMILES,TrxR1 inh,JMJD2A Tudor,HP1b binding inh,Pin1 inhibitor,Tb PGK inh,GLS inhibitor,ERG Ets-DNA blk,RGS4 inh,ALOX12 inh
COc1ccccc1N1CCN(/N=C/c2ccc(O)cc2O)CC1,19.4%,-20.3%,10.7%,-4.7%,i,22.3%,10.6%,21.2%,0.0%
N#Cc1cccc(NC(=O)CSc2nnc(-c3n[nH]c4ccccc34)o2)c1,-10.2%[57.1 µM],-14.0%,32.7%,189.5%[activator],-12.7%,-0.5%,15.4%,6.7%,-5.2%
O=C1OC[C@H]2CCCN2C(=O)[C@@H](CC(=O)N(CCO)Cc2ccccc2)C/C=C\CC[C@@H]1Cc1ccc(F)cc1,30.9%,-19.3%,23.0%,-5.1%,-9.5%,8.1%,-6.8%,-0.2%,-29.3%
Nc1nc2n(n1)C(c1ccc(Cl)cc1)CC(c1ccc(F)cc1)N2 (centres undefined),22.8%,-23.6%,28.9%,0.5%,-1.4%,18.7%,-4.6%,-3.4%,396.2%[activator]
Cc1ccc(S(=O)(=O)NC(=S)NC2CCCCC2)cc1,3.55µM*,-30.8%,14.2%,-11.6%,5.3%,0.2%,-3.6%,6.1%,-7.1%
NC(=O)C1=C(N)c2ccccc2C1c1ccccc1 (centres undefined),-1.5%[11.4 µM],-24.3%,6.0%,-5.0%,i,16.7%,-16.2%,?,?
C/C(CC(=O)Nc1ccc(Cl)c(Cl)c1)=N\NC(=O)Cc1ccccc1,-27.8%,-15.1%,38.3%,-4.8%,0.3%,0.2%,-7.3%,4.0%,?
O=C(O)c1cnc2ccccc2n1,-5.7%,20µM*,?,3.4%,-25.5%,-27.9%,8.7%,-39.3%,?
Cc1nn(C)cc1S(=O)(=O)N1CCN(Cc2cccc(Cl)c2)CC1,13.0%[57.1 µM],-26.8%,-7.2%,2.7%,-7.5%,-28.3%,8.7%,-34.7%,-8.0%
CCn1c(Cc2ccc(OC)cc2)nnc1SCC(=O)NC1CCCCC1,-14.2%,-16.5%,7.2%,-1.4%,-1.3%,3.0%,4.8%,36.1%,17.2%
COc1ccc(C2N(C(=O)CN3CCOCC3)CCN2S(=O)(=O)c2ccccc2)cc1 (centres undefined),-13.7%[57.1 µM],-19.3%,20.7%,0.1%,-5.1%,-18.5%,-1.6%,-23.2%,-2.3%
O=C(N1CCCCC1)N1CCN(C(c2ccccc2)c2ccccc2)CC1,8.7%[57.1 µM],-9.0%,18.8%,-2.3%,4.3%,22.4%,5.6%,19.1%,?
COc1ccc(NS(=O)(=O)c2cc(NC(=O)c3cccnc3Cl)ccc2N2CCCC2)cc1,4.0%,?,17.1%,7.9%,-9.8%,4.1%,12.1%,-3.6%,?
COc1cc(NC(=O)CN2Cc3ccccc3C2=O)cc(OC)c1OC,10.6%,2.3%,25.4%,0.7%,9.7%,6.2%,2.0%,11.7%,5.9%
O=C1N[C@@H](Cc2ccccc2)C(=O)N2[C@H]1C[C@]1([C@]34C[C@H]5C(=O)N[C@@H](Cc6ccccc6)C(=O)N5[C@H]3N(S(=O)(=O)c3ccccc3)c3ccccc34)c3ccccc3N(S(=O)(=O)c3ccccc3)[C@H]21,5.9%[57.1 µM],-16.1%,30.1%,9.4%,-8.9%,2.5%,-3.1%,-13.1%,-20.0%
CC(C)C(Cl)=NOC(=O)Nc1ccc(S(N)(=O)=O)cc1,0.794µM*,-7.6%,-29.2%,10.0%,-9.5%,5.8%,-4.0%,-47.6%,1.5%
O=C1C(Cl)=C(Nc2ccc3cn[nH]c3c2)C(=O)c2ccccc21,?,14.1µM*,15.8µM*,7.0%,-2.9%,-6.4%,-2.6%,?,?
CCC(=O)Oc1ccc(C(=O)Nc2ccc([N+](=O)[O-])cc2)cc1,18.2%,-11.0%,30.4%,-9.9%,-9.7%,-12.4%,-0.1%,-16.5%,-2.4%
Cc1cc(C)c(NC(=O)CNC(=O)COC(=O)CNC(=O)c2ccc(Cl)cc2Cl)c(C)c1,13.3%[57.1 µM],-6.8%,27.0%,1.6%,i,-8.9%,-0.6%,-24.1%,-4.7%
CC(C)(C)CC(=O)NCc1ccc(F)cc1,-0.2%,-2.3%,75.6%[activator],-1.0%,i,-4.2%,-9.8%,-13.6%,-22.9%

# Single entries from the results shown:
# For Tb PGK inh, CCn1c(Cc2ccc(OC)cc2)nnc1SCC(=O)NC1CCCCC1 reads -1.3%
# For Tb PGK inh, O=C1C(Cl)=C(Nc2ccc3cn[nH]c3c2)C(=O)c2ccccc21 reads -2.9%

# (further entries)
SMILES,TrxR1 inh,JMJD2A Tudor,HP1b binding inh,Pin1 inhibitor,Tb PGK inh,GLS inhibitor,ERG Ets-DNA blk,RGS4 inh,ALOX12 inh
Cc1cc(NC(=S)Nc2ccc(C)c(Cl)c2)n[nH]1,-46.0%,?,-14.0%,6.8%,3.8%,0.3%,-1.5%,?,14.1µM*
CCCN(CCC)Cc1c(C(=O)N/N=C/c2ccncc2)nnn1-c1nonc1N,7.6%,-3.7%,40.8%[activator],-4.0%,-8.1%,1.0%,-5.2%,8.8%,i
COC(=O)C(CCSC)NC(=O)c1cccc([N+](=O)[O-])c1 (centres undefined),14.1%,-12.7%,-0.3%,-1.8%,-7.9%,1.3%,-8.4%,43.0%,-16.0%
CCNC(=S)N1CCN(CCNC2=CC(=O)CC(C)(C)C2)CC1,8.4%,-4.1%,45.8%[activator],-0.3%,-1.6%,3.7%,3.8%,-11.1%,-1.8%
CC(C)c1nnc(NC(=O)CS(=O)(=O)Cc2ccccc2)s1,-8.0%,-5.6%,-0.2%,-4.7%,4.7%,-8.0%,15.6%,6.2%,-22.0%
CCN(CC(=O)Nc1cccc(C(C)=O)c1)S(=O)(=O)c1ccc(C)cc1,25.2%[57.1 µM],0.7%,38.8%,0.6%,i,5.0%,-6.1%,-13.3%,-5.4%
O=C(COC(=O)c1ccccn1)NNC(=O)c1ccc(Br)cc1,2.3%,?,35.5%,1.9%,-7.1%,13.0%,-0.2%,14.2%,0.0%
COC(=O)c1ccc2c(=O)n(CC3CCCO3)c(=S)[nH]c2c1 (centres undefined),-7.5%,-22.7%,43.2%[activator],0.4%,-9.1%,-5.5%,·,-19.7%,12.4%
O=C(O)c1cnn(-c2nc(-c3ccc(F)cc3)cs2)c1C(F)(F)F,4.1%,-9.1%,44.6%[activator],8.9%,1.1%,9.7%,-6.9%,-2.7%,-3.3%
O=C1N/C(=N/O)S/C1=C/c1cccc([N+](=O)[O-])c1,8.5%[57.1 µM],-18.1%,5.5%,-10.9%,-1.3%,?,-4.1%,-13.3%,-3.1%
O=C(O)c1cccc(S(=O)(=O)NCCc2ccccc2)c1,14.3%[57.1 µM],-17.3%[11.4 µM],9.7%,7.0%,4.3%,1.5%,-2.5%,?,-1.5%
COc1ccccc1N1CCN(C(=O)CSc2nc3ccccc3nc2N2CCCCC2)CC1,17.0%[57.1 µM],-2.8%,54.2%[activator],39.9%[activator],-0.2%,-0.4%,-8.4%,-15.1%,-18.2%
COc1c2c(c(OC)c3c1c(=O)c1ccccc1n3C)OCO2,4.2%[11.4 µM],7.6%,55.2%[activator],-12.0%,i,5.0%,4.5%,9.0%,?
Cc1ccc(NC(=O)CCc2ccccc2)cc1S(=O)(=O)N1CCOCC1,-8.1%,-21.5%,28.7%,-14.0%,5.3%,10.4%,-2.9%,8.6%,-23.2%
CN1CCN(C(=O)CCCOc2cc(=O)n(C)c3ccccc23)CC1,26.4%,-14.4%,-1.4%,1.5%,-9.8%,-5.3%,-0.1%,36.3%,0.0%
COC(=O)c1ccc(S(=O)(=O)N2CCN(C(c3ccccc3)c3ccccc3)CC2)n1C,26.7%,-11.7%,47.2%,4.9%,-9.5%,-2.8%,-11.1%,7.8%,8.0%
O=C1CN(C(=O)COc2ccccc2)CCN1,23.6%,-6.4%,34.9%,-11.7%,0.9%,14.8%,3.0%,-0.7%,5.9%[57.4 µM]
O=C1Nc2ccccc2C12OCC(COc1ccc(Cl)cc1)O2 (centres undefined),20.8%[57.1 µM],79.4µM*,-18.4%,0.5%,4.9%,0.9%,-0.5%,?,-17.3%
CN(c1ccccc1)S(=O)(=O)c1ccc(C(=O)N2CCN(c3ccccc3F)CC2)cc1,13.3%,-19.0%,15.5%,1.6%,-0.9%,0.2%,0.5%,1.6%,10.8%
CC(C)C(C)(C#N)NC(=O)CSc1ncnc2sc(-c3ccccc3)cc12 (centres undefined),46.5%[activator],-17.8%,18.2%,18.1%,-0.5%,-19.2%,·,-8.7%,-8.4%

# Source: PubChem
